# SNCA expr inhib: reduces expression of the alpha-synuclein gene. HEK-293 SNCA-luciferase knock-in, luminescence, 24 h. Potency, µM (highest dose often 57.2 µM), for inactives: at the highest dose activity change, negative = inhibition, actives largely listed as inhibitors. 0.17% of 140,000 active. AID 1671194;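 further: potency means the concentration at half of the fitted maximal effect; plate controls were DMSO cells for no effect and cell-free wells for full effect; nearly all actives have a fitted effect of over 45% in size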
# SNCA viab count: counter-screen for SNCA expression inhibitors: cell viability; AID 1671193; Potency, µM (titrated, usually from 57.1 µM), for the others: top-dose activity change, negative = cytotoxicity, hits mostly cytotoxic; 0.12% of 150,000 active; HEK-293-SNCA-luc viability, GF-AFC fluorescence, 24 h;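 further: potency means the concentration at half of the fitted maximal effect; 0% = DMSO-treated cells and -100% = medium-only wells without cells; nearly all actives have a fitted effect of over 30% in size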
#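 HEK-293-SNCA-luc cells (1500/well) plated 24 h, then exposed 24 h to a dilution series; GF-AFC added 30 min at 37C, fluorescence 405/540 nm; normalised to medium-only and DMSO wells, Hill fit.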
# Luciferase inh: blocks purified firefly luciferase enzyme activity | purified P. pyralis luciferase, luminescence, biochemical | Potency, µM (highest dose often 115 µM), for inactives: at the top dose activity change, negative = inhibition, most hits filed as inhibitors | 2.5% of 76,000 active | AID 1347043; further: potency means the concentration at half of the fitted maximal effect; nearly all actives have a fitted effect of over 65% in size
# Target sequence (P08659 whole entry, looked up): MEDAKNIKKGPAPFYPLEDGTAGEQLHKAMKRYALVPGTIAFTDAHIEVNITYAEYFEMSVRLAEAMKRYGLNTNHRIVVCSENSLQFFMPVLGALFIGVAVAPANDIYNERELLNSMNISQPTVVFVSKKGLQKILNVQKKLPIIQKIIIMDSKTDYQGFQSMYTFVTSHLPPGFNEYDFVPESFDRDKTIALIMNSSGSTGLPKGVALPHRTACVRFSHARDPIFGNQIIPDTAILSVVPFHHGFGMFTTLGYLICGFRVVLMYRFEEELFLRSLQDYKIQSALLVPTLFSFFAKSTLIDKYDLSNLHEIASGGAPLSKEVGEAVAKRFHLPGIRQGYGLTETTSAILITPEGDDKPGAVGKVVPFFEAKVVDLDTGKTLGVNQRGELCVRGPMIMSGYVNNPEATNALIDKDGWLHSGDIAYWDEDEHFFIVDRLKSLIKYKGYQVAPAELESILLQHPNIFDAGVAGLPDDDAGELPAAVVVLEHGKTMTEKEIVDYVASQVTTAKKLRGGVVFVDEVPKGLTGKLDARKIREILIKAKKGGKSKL
#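 Purified P. pyralis luciferase (10nM final) in 50mM Tris acetate pH 7.5, 10mM Mg acetate, 0.01% Tween-20, 0.05% BSA with 10uM D-luciferin and 10uM ATP. Compounds titrated qHTS. Luminescence imaged on CCD.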
# HEK293 tox: HEK 293 cell cytotoxicity | Potency, µM (doses to about 115 µM), inactives show at the top dose activity change, negative = cytotoxicity, hits mostly inhibitors | 6.6% of 94,000 active | HEK 293 viability, ATP luminescence (CellTiter-Glo), 48-72 h; further: potency means the concentration at half of the fitted maximal effect; nearly all actives have a fitted effect of over 60% in size
#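 250 HEK 293 cells/well; compound by pintool; incubated 48 or 72 hr at 37 degree Celsius; CellTiter-Glo added, 10 min RT, luminescence imaged.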
# GPT2 inhibitor: GPT2 alanine aminotransferase inhibition. AID 1671188. Recombinant GPT2, coupled pyruvate oxidase/HRP Amplex Red fluorescence. 0.25% of 100,000 active. Potency, µM (titrated, usually from 57.7 µM), inactives show at the top dose activity change, negative = inhibition, usual class: inhibitors; further: potency means the concentration at half of the fitted maximal effect; nearly all actives have a fitted effect of over 60% in size; many of its hits are not listed in these tables
#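 Fluorescence of coupled pyruvate oxidase/HRP/Amplex Red system (50uM Amplex, 30 min, dark) reports pyruvate formed by GPT2. Enzyme reaction: 10ng/uL GPT2, 2mM L-alanine, 250uM a-KG, 30 min room temperature, pH 7.5; 50uM AOA control.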
# IP6K1 inhibitor: blocks human inositol hexakisphosphate kinase 1; activity change, % (series mostly up to about 58 µM); 0.81% of 140,000 active; IP6K1 kinase, ADP-Glo luminescence, 2 h; active compounds read low; Q92551; in the data active means activity change below about -25%
# Target sequence (Q92551 whole entry, looked up): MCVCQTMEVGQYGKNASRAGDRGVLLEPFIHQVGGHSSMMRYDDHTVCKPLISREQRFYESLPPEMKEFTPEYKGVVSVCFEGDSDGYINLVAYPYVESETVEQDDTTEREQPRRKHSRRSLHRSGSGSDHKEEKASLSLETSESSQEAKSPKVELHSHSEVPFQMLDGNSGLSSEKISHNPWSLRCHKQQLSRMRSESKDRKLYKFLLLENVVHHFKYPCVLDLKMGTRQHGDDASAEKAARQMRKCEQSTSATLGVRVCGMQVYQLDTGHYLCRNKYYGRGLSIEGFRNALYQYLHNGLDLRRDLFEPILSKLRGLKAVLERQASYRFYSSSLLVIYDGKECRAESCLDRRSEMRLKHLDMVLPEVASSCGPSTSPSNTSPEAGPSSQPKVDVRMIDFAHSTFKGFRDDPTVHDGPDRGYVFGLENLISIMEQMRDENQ
#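 ADP-Glo luminescence measures ADP made by human IP6K1 during a 2 h RT reaction with ATP/IP6 (mix at 1.3 mM/130 uM); top library doses 57.5 and 19.1 uM final.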
# 3T3 cytotox: NIH 3T3 cell cytotoxicity; 4.3% of 94,000 active; NIH 3T3 viability, CellTiter-Glo ATP luminescence, 48-72 h; Potency, µM (top dose mostly 96.7 µM), without a hit: top-dose activity change, negative = cytotoxicity, usual class: inhibitors; AID 1345082; further: potency means the concentration at half of the fitted maximal effect; nearly all actives have a fitted effect of over 55% in size
#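 First NIH 3T3 cells are plated at 400 cells/well; next compound is pinned in; then plates incubate 48 or 72 hr at 37 °C; finally CellTiter-Glo is added and luminescence read after 10 min.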
# Active calls of the source: *; i = inactive; ? = inconclusive; . = no result given; [ ] = another dose, or the depositor's remark. Unless noted, the call rests on the fitted dose curve; in most records, active means well fitted curve in the direction sought with a large enough effect; inconclusive means small, poorly fitted or top-dose-only effect, or another doubt; inactive means no such curve, though single readings can be large; an effect the other way counts as inactive or inconclusive. Unless noted, on the % scale 0 is the no-effect control and ±100 the full control effect.
# Fields – SNCA expr inhib, SNCA viab count, Luciferase inh, HEK293 tox, GPT2 inhibitor, IP6K1 inhibitor, 3T3 cytotox
Cc1ccc(C(=O)N2CC(=O)Nc3ccc(Br)cc3C2c2ccc(F)cc2)cc1C (configuration not stated)
  ?, -28%, ., ., ., -1, .
CCc1nc2c(c(-c3ccc(OC)cc3)n1)CCN([S+](=O)([O-])c1cccc(OC)c1)CC2
  -25%, -16%, ., -9%, 4%, 7, ?
Cc1cc(C[C@@H]2COC[C@@H]2NC(=O)c2cc(CC(C)C)nc(N)n2)on1
  -17%, -22%, 2%, i, 4%, 26, -18%
O=C(c1ccc(Br)o1)N1CCCN(c2cc(-c3ccc(Cl)cc3)[nH]n2)CC1
  -16%, 4%, -18%, ?, -22%, 7, 40µM*
CN1C(=O)[C@@H]2C[C@@H](CN2Cc2ccc(F)cc2)Oc2ccccc21
  -14%[87.6 µM], 3%[87.6 µM], 1%[172 µM], -19%[172 µM], -10%[88.5 µM], -1, -15%[138 µM]
Cc1cc(=O)n(CC(=O)Nc2ccc(F)cc2)c(N(C)Cc2ccccc2)n1
  -29%, -21%, 4%, ?, i, 16, ?
Cc1ccc(-c2ccc3nnc(CNC(=O)CSc4ccncc4)n3n2)cc1
  4%, 0%, 3%, 4%, i, -11, -14%
Cc1ccc(NC(=O)c2oc3ccc(S(=O)(=O)N(C)C4CCCCC4)cc3c2C)c(C)c1
  -7%, -2%, ., ., ., 31, .
O=C(NCc1cccc(Cl)c1)[C@@H]1C[C@H](c2ccc(F)cc2)N([S+](=O)([O-])C2CC2)C1
  -17%[87.6 µM], -15%[87.6 µM], 12%[172 µM], ?, i, -6, ?
Cc1ccc(C(C)CCN2CCC(N3CCC(C(=O)NC4CC4)CC3)CC2)o1 (configuration not stated)
  -17%, -1%, 0%, -18%, i, 3, -19%
CC(C)(O)/C=C/CC(C)(O)C1C(O)CC2(C)C3CCC4C(C)(C)C(=O)CCC4(C)C3CCC12C (configuration not stated)
  ., ?, ., ., i, -2, .
O[C@@H]1CC(CNCc2ccc(F)cc2)(COc2cnccn2)C[C@@H]1O (some centres not stated)
  -27%[87.6 µM], 0%[87.6 µM], -5%[172 µM], i, -4%[88.5 µM], -7, i
O=C(Cc1ccccc1)N1CCCN(c2ccc3nnc(C4CC4)n3n2)CC1
  ., ., ., 3%, ., 4, -4%
COc1cccc(S(=O)(=O)N2CCC3(CC2)CC(N(C)Cc2ccccc2)CCO3)c1 (configuration not stated)
  -17%, -7%, 11%, ?, i, 9, ?
CC(=O)N1CCC2(CC1)CCN(Cc1cccs1)c1ccccc1O2
  -14%, -9%, -11%, ?, 4%, 18, -32%
CCc1cc(N2CCN(CC3(O)CCCNC3)CC2)ncn1 (configuration not stated)
  10%, 2%, 6%, -3%, i, 9, 2%
CCCN(C)C(=O)COc1ccc(NC(=O)C2CC2)cn1
  -4%, 9%, 2%, 1%, i, -4, 2%
N=C(N)N1CCc2ccccc2C1
  24%[2.29 µM], 16%[2.51 µM], ., ., ?, 16, .
Cc1ccc(Nc2c(-c3ccccc3O)nc3ccc(Br)cn23)cc1
  -13%, -2%, ., ., ., 25, .
COc1ccc(C(=O)N2[C@@H]3CC[C@H]2CC(NC(=O)c2cnc(C)cn2)C3)cc1F (some centres not stated)
  29%, 7%, 5%, ?, i, 15, -30%
CN(C)c1cccc(C(=O)NC2CCN(c3cc(-c4ccc(F)cc4)[nH]n3)CC2)c1
  234%[activator], 9%, 35µM*, ?, i, 24, ?
Cc1ccc(Cc2nc3ccccc3nc2SCC(=O)N2CCc3ccccc32)cc1
  2%, 7%, ., ., ., 1, .
COc1ccc(-c2ccc(C(=O)Nc3cccc(F)c3)cc2)nn1
  ., ., ., ?, ., 5, ?
CC(=O)N1CCC(N[C@@H]2CC[C@@H]2NC(=O)CCn2nnc3ccccc32)CC1
  -7%, -2%, -3%, 0%, i, 20, 0%
CN1CCC(OC2CCN(C(=O)CCCc3ccccc3)CC2)CC1
  4%, -1%, 28µM*, -8%, 1%, -8, -23%
COc1ccccc1-c1cc2nc(C)c(CCC(=O)NCCc3ccc(SC)cc3)c(C)n2n1
  3%, -1%, ., ., ., 0, .
CN(C)CC(=O)N1CCCC2(CNc3ncccc3[S+](=O)([O-])N2)C1 (configuration not stated)
  ., ., ., i, ., 5, -3%
Cc1nnc(NC(=O)NCCn2nc(-c3ccccc3)ccc2=O)s1
  ?, -6%, -1%, i, 3%, 11, 1%
COc1ccccc1-c1[nH]nc2ncc(C(=O)NCc3ccccc3)nc12
  1%[87.6 µM], 5%[87.6 µM], -4%[172 µM], ?, 4%[88.5 µM], 16, -29%[138 µM]
CCOc1ccc(CCNC(=O)C2CCCN(S(=O)(=O)N(C)c3ccc(F)cc3)C2)cc1 (configuration not stated)
  -22%, -20%, ., ., ., 14, .
COc1cccc(CC(=O)NCCc2noc(-c3cccnc3)n2)c1
  43%[activator], 7%[12.5 µM], -6%, -4%, 4%, 16, i
Cc1ccccc1C(=O)N1CCN(c2cc(-c3ccc(F)cc3)[nH]n2)CC1
  ?, 4%, -5%, ?, i, 7, ?
COc1ccc(Cl)cc1NC(=O)c1nc(S(C)(=O)=O)ncc1N(Cc1ccc(C)cc1)Cc1ccco1
  -23%, -3%, ., ., ., 5, .
COc1ccc(-c2onc(C)c2C)cc1S(=O)(=O)N1CCc2ccccc21
  27%, 1%, ., ., ., 3, .
COc1cccc(CNC(=O)C2CCC(CNS(=O)(=O)c3cccs3)CC2)c1 (configuration not stated)
  1%, -25%, ., ., ., 3, .
Cc1cccc(-n2ncc3c2CCCC3NC(=O)c2c(F)ccc(F)c2F)c1C (configuration not stated)
  ?, -13%, -3%, -66%, i, -4, ?
Cc1nc(C(=O)N2CCn3nc(Cc4ccccc4)cc3C2)cs1
  -21%, 0%, 6%, -21%, -5%, 7, -16%
Cc1oc(-c2ccccc2F)nc1Cn1c(SCc2cccc(Cl)c2)nc2ccncc21
  ?, -22%, ., ., ., 7, .
Cc1ccc(-n2c(SCC(=O)N3CCC(C)CC3)nc3c([nH]c4ccccc43)c2=O)cc1
  35%[activator], 8%, ., ., ., 43, .
CO[C@H]1CN(C2CCN(C(=O)c3cc(C)n(C)n3)CC2)[C@H]1c1cccnc1
  -7%, ?, ., i, i, 12, -13%
CCN(CC)C(=O)N1CCC2(CC1)CC(N1CCN(c3ccccn3)CC1)CCO2 (configuration not stated)
  8%, -5%, -8%, -25%, ?, -7, -16%
Cc1ccc([N+](=O)[O-])cc1S(=O)(=O)N1CCn2cccc2C1c1ccc(F)c(F)c1 (configuration not stated)
  32%[activator], 7%, ., ., ., -11, .
OC1(c2cnc(CN3CCC3)s2)CCNCC1
  5%[87.6 µM], -9%[87.6 µM], -11%[230 µM], -11%[230 µM], -2%[88.5 µM], 0, -2%[230 µM]
COC(=O)C1=C(C)N=C2SC=C(CC(=O)NCc3ccccc3)N2C1c1ccccc1OC (configuration not stated)
  -2%, 7%, -8%, ?, 3%, 22, ?
Cn1c(=O)c2c(nc(N3CCOCC3)n2Cc2ccc(Br)cc2)n(C)c1=O
  -7%, 10%, ., ., ., 18, .
COc1ccccc1-c1nnc2ccc(C(=O)NC3CC3)cn12
  -25%[87.6 µM], -1%[87.6 µM], ., -6%[172 µM], 1%[88.5 µM], 6, -30%[138 µM]
CN1CCN(c2cc(=O)c3ccnc(-c4cn[nH]c4)c3o2)CC1
  10%[87.6 µM], 5%[87.6 µM], 3%[172 µM], -5%[172 µM], 0%[88.5 µM], -14, ?
COc1ccc(C(O)C(C)OC2OC(CO)C(O)C(O)C2O)cc1 (configuration not stated)
  ., -40%, ., ., 0%[27.3 µM], 10, .
O=C(CCC[C@@H]1[C@H]2CCCN3CCC[C@@H](CN1Cc1ccccc1)[C@@H]23)Nc1cccnc1
  0%, 1%, 11%, -25%, 1%, -2, ?
Cc1ccc(NC(=O)CSc2nc(=O)n(CCN3CCOCC3)c3c2CCC3)c(C)c1
  4%, -9%, ., ., ., 6, .
COc1ccc(C)cc1NC(=O)N1CCC(Oc2ncccc2C(=O)N2CCOCC2)C1 (configuration not stated)
  -13%, 3%, -1%, 13%, i, 40, 2%
O=C(C1CCCN1C(=O)c1ccccc1Cl)N1CCC(c2nc3ccncc3[nH]2)C1 (configuration not stated)
  -14%, 2%, ., -6%, i, 8, -12%
CC1(C)[C@H](Cc2cc(CCO)on2)C[C@@H]1NC1CCCCC1
  -24%[87.6 µM], -9%[87.6 µM], -1%[172 µM], -1%[172 µM], 4%[88.5 µM], -10, i
Cc1cccc(CN2CC(N(Cc3cccnc3)S(C)(=O)=O)C2)c1
  -12%, 5%, 7%, -1%, i, 25, 1%
CCC(=O)N1CCc2cc(CNC(=O)Nc3ccccc3Cl)ccc21
  65%[activator], 1%, ., ., ., 0, .
CCCCCCCC/C=C\CCCCCCCC(=O)NCc1ccc(O)c(OC)c1
  7%, -8%, ., ., ?, 35, .
COC(=O)CNC(=O)C1CCc2nnc(C3CCN(C(=O)c4ccccc4)CC3)n21 (configuration not stated)
  -4%, 0%, ., i, 4%, 0, i
CC1(COCC2CC2)COc2ccc(C(=O)NCc3ccncc3)cc2N1 (configuration not stated)
  12%[87.6 µM], 0%[87.6 µM], -12%[172 µM], ?, i, 9, -13%[138 µM]
CCCn1c(=N)c(C(=O)NC2CCCC2)cc2c(=O)n3cccc(C)c3nc21
  19%, ?, ., ., ., -7, .
Cc1ccc2c(c1)N(CC(=O)NCc1cccc(Cl)c1)C(=O)c1cccnc1O2
  23%, 0%, ., ., ., 56, .

# Carrying on:
# Fields – SNCA expr inhib, SNCA viab count, Luciferase inh, HEK293 tox, GPT2 inhibitor, IP6K1 inhibitor, 3T3 cytotox
Cc1ccc2c(CN3CCN(C(=O)c4ccc(Br)cc4)CC3)cc(=O)oc2c1
  -6%, 12%, ., ., ., -22, .
CNC(=O)[C@@H](C1CC1)N1CCC[C@H]1C(=O)NC(C)C
  ?, 7%[87.6 µM], -11%[230 µM], 1%[230 µM], 1%[88.5 µM], -9, -4%[230 µM]
O=C(c1ccsc1)N1CCN(c2cc(C(F)(F)F)ncn2)CC1
  1%, 1%, -2%, 13%, 4%, 8, -19%
COc1ccc(-n2nc(C(=O)Nc3cccc(C)n3)c3c4ccccc4n(C)c3c2=O)cc1Cl
  12%, 4%, ., ., ., 8, .
CCCCNC(=O)CSc1nc(-c2ccc(OC)cc2)cc(C(F)(F)F)n1
  -13%, 0%, ., ., ., 18, .
CCn1cc(-c2ccc(C)cc2)cc1C(=O)NCc1cccnc1
  -7%, -21%, ?, ?, -5%, -3, ?
COc1ccc(CNC(=O)[C@@H]2Cc3nc[nH]c3CN2Cc2ccc(Cl)cc2)cc1
  0%[87.6 µM], 1%[87.6 µM], -12%[172 µM], ?, i, 22, ?
COc1cccc(CNC(=O)c2nn(C)c3c2CSc2ccccc2-3)c1
  -4%, -1%, ., ., ., -32*, .
